Assay outcomes from PubChem.
HP1b chromo inh: HTS for Inhibitors of HP1-beta Chromodomain Interactions with Methylated Histone Tails; hit rate 0.56% among 390,000; AlphaScreen HP1-beta / biotin-H3K9me3 peptide binding; Chromobox protein homolog 1 (Homo sapiens), P83916; AID 540317, 2011; Potency, µM (top dose mostly 114 µM), for the others: top-dose activity change, negative = inhibition, usual class: inhibitors; note: nearly all actives have a fitted effect of over 70% in size; inactives centre near 23
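Compound inhibition of the preformed complex between 50 nM HP1-beta and 50 nM biotinylated H3K9me3 peptide was read by AlphaScreen. Buffer was PBS pH 7.4 with 0.01% Tween-20. Incubations ran 30 min at room temperature, with 10 ug/mL donor/acceptor beads.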
Pin1 inh: qHTS Assay to Find Inhibitors of Pin1. hit rate 0.009% among 390,000. Peptidyl-prolyl cis-trans isomerase NIMA-interacting 1 (Homo sapiens), Q13526. Potency, µM (highest dose often 115 µM), for inactives: at the highest dose activity, negative = inhibition, most hits filed as inhibitors. Pin1 FP peptide displacement, HiFluor488, 10 min. AID 504891, 2011; active = well fitted inhibition curve with a large enough effect in the polarisation, with a control signal flat, not every such curve was filed as active; inconclusive = small, poorly fitted or top-dose-only effect, or effect the other way, or a change in a side signal; inactive = no such curve, though single readings can be large or run the other way; the % refers to the polarisation; note: % is set by controls: 0 for no effect and ±100 for the full control effect
BAZ2B block: qHTS Assay for Inhibitors of BAZ2B; AlphaScreen BAZ2B-H3K14Ac peptide displacement; Potency, µM (series often up to 114 µM), inactives show at the top dose activity change, negative = inhibition, actives largely listed as inhibitors; hit rate 4.4% among 360,000; note: % is set by controls: 0 for no effect and ±100 for the full control effect; nearly all actives have a fitted effect of over 60% in size
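In this displacement format the biotinylated H3(5-23) peptide acetylated at Lys14 serves as ligand at 50 nM, with BAZ2B at 50 nM in PBS pH 7.4 containing 0.01% Tween-20. Donor and acceptor beads are 10 ug/mL final.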
GLS inh: qHTS for Inhibitors of Glutaminase (GLS). hit rate 0.21% among 410,000. Potency, µM (top dose mostly 45.5 µM), without a hit: at the top dose activity change, negative = inhibition, usual class: inhibitors. Glutaminase kidney isoform, mitochondrial (Homo sapiens), O94925. GLS enzymatic activity, qHTS titration; note: % is set by controls: 0 for no effect and ±100 for the full control effect
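Human kidney-isoform GLS in 45 mM KH2PO4 pH 8.2, 0.02% Tween-20, with compound, started with 1mM L-Glutamine (added stock). Glutamate oxidase/HRP/Amplex red coupled fluorescence read at start and after 30 min at RT.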
BLM helicase inh: qHTS Assay for Inhibitors of Bloom's syndrome helicase (BLM); RecQ-like DNA helicase BLM (Homo sapiens), P54132; recombinant BLM DNA unwinding, fluorescence dequenching; Potency, µM (top dose mostly 56.1 µM), without a hit: top-dose activity change, negative = inhibition, usual class: inhibitors; hit rate 0.2% among 350,000;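 note: plate controls were vehicle for no effect and no enzyme for full effect; nearly all actives have a fitted effect of over 35% in size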
Target sequence (P54132 whole entry, looked up): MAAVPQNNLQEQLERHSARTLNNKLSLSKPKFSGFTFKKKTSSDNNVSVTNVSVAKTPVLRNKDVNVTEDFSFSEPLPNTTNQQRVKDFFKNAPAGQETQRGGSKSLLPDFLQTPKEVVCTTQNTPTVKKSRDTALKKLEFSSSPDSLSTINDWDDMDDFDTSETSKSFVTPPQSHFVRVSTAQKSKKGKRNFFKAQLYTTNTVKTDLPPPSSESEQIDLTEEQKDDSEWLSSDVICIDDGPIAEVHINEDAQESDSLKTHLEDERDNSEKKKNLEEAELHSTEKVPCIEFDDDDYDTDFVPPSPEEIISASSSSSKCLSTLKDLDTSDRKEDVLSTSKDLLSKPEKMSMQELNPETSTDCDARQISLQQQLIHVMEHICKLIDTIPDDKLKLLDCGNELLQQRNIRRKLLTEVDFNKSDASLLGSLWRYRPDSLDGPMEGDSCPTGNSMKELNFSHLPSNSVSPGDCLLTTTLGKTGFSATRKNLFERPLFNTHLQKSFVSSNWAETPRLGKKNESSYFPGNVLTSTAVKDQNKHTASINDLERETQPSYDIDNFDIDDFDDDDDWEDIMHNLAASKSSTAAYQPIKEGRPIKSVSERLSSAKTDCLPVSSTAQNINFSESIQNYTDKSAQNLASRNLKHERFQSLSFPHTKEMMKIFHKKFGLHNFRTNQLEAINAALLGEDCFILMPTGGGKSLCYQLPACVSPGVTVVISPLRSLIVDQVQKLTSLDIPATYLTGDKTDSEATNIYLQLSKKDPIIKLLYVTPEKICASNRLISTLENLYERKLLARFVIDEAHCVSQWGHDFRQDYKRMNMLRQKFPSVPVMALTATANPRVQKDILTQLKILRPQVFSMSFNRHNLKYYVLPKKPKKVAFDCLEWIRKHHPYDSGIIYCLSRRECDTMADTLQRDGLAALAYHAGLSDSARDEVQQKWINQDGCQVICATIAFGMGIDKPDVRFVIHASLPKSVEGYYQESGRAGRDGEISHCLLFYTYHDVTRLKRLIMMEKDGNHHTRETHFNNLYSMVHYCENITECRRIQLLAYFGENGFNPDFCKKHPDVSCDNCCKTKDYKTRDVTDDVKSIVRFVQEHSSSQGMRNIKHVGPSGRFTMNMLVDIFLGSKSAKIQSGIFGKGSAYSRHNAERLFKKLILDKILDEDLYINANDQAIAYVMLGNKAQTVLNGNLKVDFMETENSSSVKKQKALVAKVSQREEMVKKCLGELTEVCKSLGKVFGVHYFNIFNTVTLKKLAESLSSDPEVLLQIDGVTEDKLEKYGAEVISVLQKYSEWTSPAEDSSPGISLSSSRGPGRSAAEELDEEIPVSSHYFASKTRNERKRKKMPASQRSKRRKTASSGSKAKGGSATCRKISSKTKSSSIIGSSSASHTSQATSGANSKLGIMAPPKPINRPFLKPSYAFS
POLI inh: qHTS for Inhibitors of Polymerase Iota | AID 588590, 2011 | hit rate 1% among 390,000 | Pol iota fluorescent replication assay, 10 min | Potency, µM (doses to about 115 µM), without a hit: at the top dose activity, negative = inhibition, usual class: inhibitors | DNA polymerase iota (Homo sapiens), Q9UNA4
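Pol iota at 10 nM preincubated 15 min with compounds at room temperature; reaction started with fluorescent substrate, 50 nM final. Fluorescence read kinetically at 0 and 10 min; buffer-only wells as negative control.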
G9a block: qHTS Assay for Inhibitors of Histone Lysine Methyltransferase G9a; Potency, µM (series often up to 102 µM), for inactives: top-dose activity, negative = inhibition, usual class: inhibitors; hit rate 8.8% among 350,000; Histone-lysine N-methyltransferase EHMT2 (Homo sapiens), Q96KQ7; G9a H3K9 monomethylation, AlphaScreen, 2 h; note: % is set by controls: 0 for no effect and ±100 for the full control effect; nearly all actives have a fitted effect of over 75% in size
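Enzyme 20 nM + cpd, 15 min RT; add b-H3K9 pep 500 nM / SAM 20 uM; 2 h RT; anti-H3K9me1 Ab 0.5 ug/mL + SA donor / anti-rabbit acceptor beads 20 ug/mL each, 10 min; AlphaScreen read.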
Tb PGK inh: qHTS Assay to Find Inhibitors of Phosphoglycerate Kinase | Phosphoglycerate kinase, glycosomal (Trypanosoma brucei brucei), P07378 | PGK/GAPDH coupled, Kinase-Glo luminescence, 60 min | Potency, µM (titrated, usually from 57.5 µM), without a hit: at the highest dose activity change, negative = inhibition, hits mostly inhibitors | hit rate 0.043% among 380,000 | AID 602233, 2012; note: % is set by controls: 0 for no effect and ±100 for the full control effect; nearly all actives have a fitted effect of over 60% in size
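Luminescent ATP detection (Kinase-Glo Plus) follows a 60-minute room-temperature incubation, with wells lacking PGK as controls. Buffer: 100 mM TEA (pH 7.6), 5 mM MgCl2, 0.01% Tween-20. Coupling enzyme GAPDH (100 nM final) supplies unstable 1,3-BPG in-well.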
JMJD2A Tudor inh: qHTS Assay for Inhibitors of JMJD2A-Tudor Domain; AlphaScreen JMJD2A-Tudor / H3K4me3 peptide binding; Potency, µM (titrated, usually from 114 µM), inactives show at the top dose activity change, negative = inhibition, usual class: inhibitors; hit rate 4.4% among 390,000; Lysine-specific demethylase 4A (Homo sapiens), O75164; note: % is set by controls: 0 for no effect and ±100 for the full control effect; nearly all actives have a fitted effect of over 50% in size
* = called active by the depositor; i = inactive; ? = inconclusive; nt = not tested or not shown; [ ] = dose if it differs, or a comment. Unless noted, calls come from the whole dose curve; as a rule, active = well fitted curve in the direction sought with a large enough effect; inconclusive = small, poorly fitted or top-dose-only effect, or another doubt; inactive = no such curve, though single readings can be large; an effect the other way counts as inactive or inconclusive. Potency is the fitted concentration of half-maximal effect.

1	COc1ccc(C2C(C(=O)c3sc(C)nc3C)=C(O)C(=O)N2CCN(C)C)cc1OC (stereo unspecified)
2	Cc1onc(-c2ccccc2)c1NC(=O)N(CCC#N)Cc1ccccc1
3	C=CC#CC[N+]1(CC#Cc2ccccc2)CCOCC1
4	CCOc1ccc(OCCOC(=O)CN2C(=O)NC3(CCCC3)C2=O)cc1
5	S=c1[nH]nc(-c2ccccn2)n1/N=C/c1ccc(Br)s1

| assay / compound | 1 | 2 | 3 | 4 | 5 |
| --- | --- | --- | --- | --- | --- |
| HP1b chromo inh | 53.3%[activator] | 19.8% | 35.5µM* | 5.0% | 14.0% |
| Pin1 inh | -5.4% | 2.6% | 39.1%[activator] | -0.1% | 1.4% |
| BAZ2B block | 3.9% | 3.8% | ? | 13.0% | 12.6µM* |
| GLS inh | -6.9% | 5.0% | -23.0% | 3.0% | -23.4% |
| BLM helicase inh | -0.7% | -0.2% | 72.3%[activator] | nt | 6.5% |
| POLI inh | 11.5% | -8.4% | ? | 8.8% | 17.1% |
| G9a block | -26.7%[12.7 µM] | 14.3% | ? | 5.2% | 1.26µM* |
| Tb PGK inh | i | -0.4% | i | -4.4% | -10.9% |
| JMJD2A Tudor inh | -9.0% | -8.2% | 39.8µM* | -15.2% | 7.94µM* |

Individual results from the list.
`S=c1[nH]nc(-c2ccccn2)n1/N=C/c1ccc(Br)s1` in Pin1 inh is entered as 1.4%
`COc1ccc(C2C(C(=O)c3sc(C)nc3C)=C(O)C(=O)N2CCN(C)C)cc1OC` (stereo unspecified) in HP1b chromo inh is entered as 53.3%[activator]
`CCOc1ccc(OCCOC(=O)CN2C(=O)NC3(CCCC3)C2=O)cc1` in POLI inh is entered as 8.8%
`Cc1onc(-c2ccccc2)c1NC(=O)N(CCC#N)Cc1ccccc1` in JMJD2A Tudor inh is entered as -8.2%

(more compounds)
6	Oc1ccc(Cl)cc1CNCc1cccc2ccccc12
7	OC(CNCCN1CCNCC1)Cc1ccccc1 (stereo unspecified)
8	COc1cc(NC(=O)CSc2nc(-c3ccccc3)no2)cc(OC)c1
9	Cc1ccc(-n2c(-c3ccc(Cl)cc3)c[n+]3c2CCC3)cc1
10	Fc1cccc(Cl)c1Cn1nnc(-c2ccc3c(c2)OCO3)n1

| assay / compound | 6 | 7 | 8 | 9 | 10 |
| --- | --- | --- | --- | --- | --- |
| HP1b chromo inh | 52.4%[activator] | 11.7% | 63.8%[activator] | 40.4%[activator] | 176.9% |
| Pin1 inh | ? | 1.8% | -2.3% | 2.1% | -0.7% |
| BAZ2B block | 5.6% | nt | -1.4% | -0.6% | 66.0%[activator] |
| GLS inh | 25.2% | -10.8% | -3.6% | -7.8% | 14.5% |
| BLM helicase inh | nt | nt | -0.7% | -1.9% | -7.9% |
| POLI inh | 12.1% | 101.1%[activator] | 21.1% | 17.8% | 25.7% |
| G9a block | 21.9%[2.33 µM] | nt | 4.9%[59 µM] | -7.3% | 62.9%[activator][59 µM] |
| Tb PGK inh | 2.5% | 4.3% | 9.9% | -6.9% | -1.5% |
| JMJD2A Tudor inh | 2.1% | -17.8% | 7.5% | -11.4% | 84.6%[activator] |

11	Cc1c(C=O)c2ccccc2n1CC(=O)O
12	CCOC(=O)CSc1nc(C)cc2c1C(=O)OC2
13	CC1CCCC(C)N1CCOc1cc(N)ccc1C#N (stereo unspecified)
14	N#Cc1nc(-c2ccc(OCc3ccc(Cl)cc3)cc2)oc1N1CCCCCC1
15	Cc1ccc2c(NC(=S)NC(=O)c3ccccc3)cccc2n1

| assay / compound | 11 | 12 | 13 | 14 | 15 |
| --- | --- | --- | --- | --- | --- |
| HP1b chromo inh | 24.7% | 40.6%[activator] | -8.8% | -26.3%[57 µM] | 0.1% |
| Pin1 inh | -3.3% | -2.1% | -9.2% | -7.6% | 1.2% |
| BAZ2B block | -15.3% | -3.6% | nt | nt | ? |
| GLS inh | 1.4% | 14.1% | -17.2% | nt | 13.0% |
| BLM helicase inh | 0.7% | -0.6% | nt | nt | -5.2% |
| POLI inh | 15.1% | -21.7% | 34.9%[activator] | 30.9%[activator] | -11.3% |
| G9a block | -5.5% | 48.3%[activator] | nt | nt | nt |
| Tb PGK inh | -7.7% | 14.5% | -7.9% | nt | -6.7% |
| JMJD2A Tudor inh | -11.6% | -10.3% | -18.6% | -16.9%[57.1 µM] | -30.3% |

Pulled by compound from above (four):
15	Cc1ccc2c(NC(=S)NC(=O)c3ccccc3)cccc2n1
12	CCOC(=O)CSc1nc(C)cc2c1C(=O)OC2
11	Cc1c(C=O)c2ccccc2n1CC(=O)O
13	CC1CCCC(C)N1CCOc1cc(N)ccc1C#N (stereo unspecified)

| assay / compound | 15 | 12 | 11 | 13 |
| --- | --- | --- | --- | --- |
| HP1b chromo inh | 0.1% | 40.6%[activator] | 24.7% | -8.8% |
| Pin1 inh | 1.2% | -2.1% | -3.3% | -9.2% |
| BAZ2B block | ? | -3.6% | -15.3% | nt |
| GLS inh | 13.0% | 14.1% | 1.4% | -17.2% |
| BLM helicase inh | -5.2% | -0.6% | 0.7% | nt |
| POLI inh | -11.3% | -21.7% | 15.1% | 34.9%[activator] |
| G9a block | nt | 48.3%[activator] | -5.5% | nt |
| Tb PGK inh | -6.7% | 14.5% | -7.7% | -7.9% |
| JMJD2A Tudor inh | -30.3% | -10.3% | -11.6% | -18.6% |

Later entries.
16	CC(C)C(OC(=O)c1cccs1)C(=O)NCc1ccc2c(c1)OCO2 (stereo unspecified)
17	O=C(CSc1nnc2scc(-c3ccccc3)n12)NCc1ccc2c(c1)OCO2
18	CC(=O)OCC(NC(=O)C(CCCCNC(=O)OCc1ccccc1)NC(=O)OC(C)(C)C)C1OC(n2cc(C)c(=O)[nH]c2=O)C(OC(C)=O)C1OC(C)=O (stereo unspecified)
19	Cc1ccc(NC(=O)C2CC(O)CN2C(=O)Oc2ccccc2)c(C)c1 (stereo unspecified)
20	Cc1ccc(CNC(=O)Cn2cnc(C(=O)Nc3ccc(C)c(C)c3)n2)o1

| assay / compound | 16 | 17 | 18 | 19 | 20 |
| --- | --- | --- | --- | --- | --- |
| HP1b chromo inh | 24.1% | 12.7% | 29.5% | 7.8% | 42.8%[activator] |
| Pin1 inh | -8.9% | ? | -5.0% | -0.1% | ? |
| BAZ2B block | -17.6% | -5.5% | nt | 1.9% | nt |
| GLS inh | -5.7% | 2.6% | nt | -4.9% | 0.4% |
| BLM helicase inh | 4.1% | 0.2% | 1.2% | -3.6% | nt |
| POLI inh | 6.1% | 2.1% | 10.9% | 23.8% | -16.8% |
| G9a block | -0.5% | 9.1%[59 µM] | nt | 6.3% | nt |
| Tb PGK inh | -0.9% | -5.7% | nt | 1.4% | 0.8% |
| JMJD2A Tudor inh | -18.1% | ? | -2.1% | -7.7% | ? |

This is a subset, so the mix of outcomes need not match the whole.
